mcGAS MS inh = blocks mouse cGAS cGAMP production | inhibition, % at 12.5 µM | AID 1259397 | 130,000 compounds, 0.18% hits | recombinant mouse cGAS, cGAMP by RapidFire MS | Q8C6L5;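 active = inhibition of cGAS enzyme activity at or above 60%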;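 note: enzyme stimulated by 45 bp dsDNA with ATP and GTP substrates; cGAMP share of summed cGAMP plus half ATP and half GTP signals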
Target sequence (Q8C6L5 whole entry, looked up): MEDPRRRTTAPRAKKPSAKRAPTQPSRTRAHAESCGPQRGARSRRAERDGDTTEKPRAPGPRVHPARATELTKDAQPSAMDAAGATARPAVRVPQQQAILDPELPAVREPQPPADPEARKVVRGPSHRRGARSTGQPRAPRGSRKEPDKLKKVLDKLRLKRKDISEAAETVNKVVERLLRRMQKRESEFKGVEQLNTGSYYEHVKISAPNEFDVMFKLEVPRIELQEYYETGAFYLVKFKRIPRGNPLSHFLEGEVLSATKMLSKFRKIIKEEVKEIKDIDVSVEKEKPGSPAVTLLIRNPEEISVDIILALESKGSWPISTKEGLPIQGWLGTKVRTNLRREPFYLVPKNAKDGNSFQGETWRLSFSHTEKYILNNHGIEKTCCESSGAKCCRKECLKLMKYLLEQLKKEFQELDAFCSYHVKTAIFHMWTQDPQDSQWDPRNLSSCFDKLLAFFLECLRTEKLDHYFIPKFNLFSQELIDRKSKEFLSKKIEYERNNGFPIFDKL
Numbers without * were called inactive; & = joins results of further samples. This is a subset, so the mix of outcomes need not match the whole.

SMILES | mcGAS MS inh
Cc1ccc(S(=O)(=O)NC(=O)C2(C)CCN2C(=O)CC2CCCCC2)nc1 (centres undefined) | -7
O=C(c1ccc2ncsc2c1)N(CCN1CCOCC1)c1nc2c(Cl)cccc2s1 | -3
Cc1ccc(-c2ccc(CNc3ncn[nH]3)o2)cc1Cl | -42
O=C(Nc1cn[nH]c1)Nc1ccccc1S(=O)(=O)N1CCCCC1 | -9
O=C(CN1C(=O)C(c2ccccc2)NC(=O)c2ccccc21)NCCn1cccc1 (centres undefined) | -3
COc1ccccc1CN(C(=O)Cc1ccc(O)c(Cl)c1)C1CC1 | -7
O=C1C=CC(=NSc2ccccc2)C=C1 | -7
Cc1cc(C)cc(-n2c(C)cc(C(=O)NC3CCN(C4CC4)CC3)c2C)c1 | -7
COC(=O)CC(NC(=O)c1cc(C)[nH]n1)c1cccc(Br)c1 (centres undefined) | 1
CC(c1nccs1)N(C)c1nc2nonc2nc1N(C)C (centres undefined) | -5&-3
O=C(Cc1ccccc1)N1CCn2c(nnc2C(=O)N2CCOCC2)C1 | -5
FC(F)(F)c1nc(N2CCCC2)ncc1-c1nnnn1-c1ccc(Cl)cc1 | -13
O=C(NCc1cccs1)c1ccc(N2CC3CC(C2)c2cccc(=O)n2C3)c(NC(=O)c2cc3ccccc3oc2=O)c1 (centres undefined) | -8
O=C1C=C/C(=N/Oc2ccc([N+](=O)[O-])cc2[N+](=O)[O-])c2cccnc21 | -7
CCN(C(=O)c1ccc(F)c(C)c1)C(C)CO (centres undefined) | -3
Cc1c(CNC(=O)C(=O)c2c(-c3ccccc3)cc3ccccn23)cnn1C | -20
Cc1cc(C)c(Cn2cncn2)cc1CN1CCC2(CC1)CNC(=O)C2 | -10
C=CCNC(=O)Cn1c(CO)cnc1SCc1ccc(C(F)(F)F)cc1 | -2
COCCn1c(=NC(=O)c2ccc(S(C)(=O)=O)cc2)sc2cc(F)cc(F)c21 | -7
COCCn1c(Sc2ccccc2)nc2c1c(=O)[nH]c(=O)n2C | -2
O=C(CCCc1ccccc1)N1CC(c2ccncc2)C1 | -14
Cn1cc(C(=O)OC2CCN(CC(F)(F)F)CC2)cn1 | -10
CC1C(=O)NCCN1C(=O)CCCS(=O)(=O)c1ccccc1 (centres undefined) | -7
CCN(Cc1ccc2nonc2c1)CC1CCCN(CCc2cccc(F)c2)C1 (centres undefined) | -8
Nc1c(S(=O)(=O)c2ccc(Br)cc2)c2nc3ccccc3nc2n1Cc1ccco1 | 47
CCC(=O)Nc1cccc(OCC(=O)N[C@@H]2C[C@H]3CC[C@@H]2C3)c1 | -30
CCOC(=O)OC(C)OC(=O)[C@@H]1N2C(=O)[C@@H](NC(=O)[C@H](N)c3ccccc3)[C@H]2SC1(C)C (some centres undefined) | 13
O=C(NCCOc1ccccc1)c1n[nH]c(C2CC2)c1Br | -1
O=C1CC(c2ccc(-n3ccnc3)cc2)c2c(nc3ccccn23)CN1 (centres undefined) | -23
CC(C)c1noc(C2CCCN(Cc3cc4ccccc4[nH]c3=O)C2)n1 (centres undefined) | -1
Cc1cccc(C)c1NCC(=O)NCc1ccccc1CO | 7
CCN(CC)C(=O)C1CCCN(C(=O)CC(C)(C)CC(=O)O)C1 (centres undefined) | 11
Cn1cnnc1SCC(=O)Nc1sc2c(c1C(N)=O)CCCC2 | -8
COc1ccc(F)c(-c2c[nH]c(=O)[nH]c2=O)c1 | -9
O=C(Cc1ccc(F)cc1)NC1CCN(C(=O)c2cn(-c3cccc(F)c3)nn2)CC1 | 1
O=C(c1cccc(N2CCOCC2)c1)N1CCCC(N2CCOCC2)C1 (centres undefined) | 4

Two compounds picked at random from those above, as already listed:
SMILES | mcGAS MS inh
Cn1cc(C(=O)OC2CCN(CC(F)(F)F)CC2)cn1 | -10
Cn1cnnc1SCC(=O)Nc1sc2c(c1C(N)=O)CCCC2 | -8

Additional compounds follow.
SMILES | mcGAS MS inh
CCc1nc(C2CCCN2C(=O)c2cc3c([nH]c2=O)CCCC3)no1 (centres undefined) | -2
COc1ccc(C(=O)N(CC(C)C)CC(C)C)c(OC)n1 | -8
Cc1noc(C)c1C1CCCN1C1CCN(c2ccc3c(c2)OCO3)CC1 (centres undefined) | -19
Cc1nc2ncc3c(=O)n(Cc4cccnc4)ccc3n2n1 | -4
Brc1cccc(-c2ccc(CNCc3cccnc3)o2)c1 | 3
CC[N+](C)(CC)CCOC(=O)C1c2ccccc2Oc2ccccc21 | -2
O=C(CNS(=O)(=O)c1ccc(Br)s1)NC1CCCCC1 | 11
O=C(/C=C/c1nccs1)Nc1ccccc1NCC(F)(F)F | -4
Cn1cccc1C(=O)NC(=O)CSc1nnc(C2CCCCC2)o1 | -11
c1ccc(-c2cnnc(NCC3CCCN(c4ncccn4)C3)n2)cc1 (centres undefined) | 3
COCc1nc(CN2CCOC(c3ccc(Cl)cc3)C2)no1 (centres undefined) | -21
COC(=O)Cn1c(=O)c2c(nc3n(-c4ccccc4)c(C)c(C)n23)n(C)c1=O | -2
c1ccc(-n2cc(CN3CCn4cncc4C3)c(-c3ccncc3)n2)cc1 | -21
COc1ccc(CCNC(=O)CSc2ncnc3sc(C)cc23)cc1OC | 5
CC(c1nccs1)N(C)C(=O)c1cccc(NCc2cccs2)c1 (centres undefined) | -33
c1nc(NCC2CNCCOC2)c2ccsc2n1 (centres undefined) | -12
Cc1c(C(=O)NCc2ccccc2)sc(=O)n1Cc1ccc(S(=O)(=O)N(C)C)cc1 | -5
CCc1c(C(=O)N2CCC3(CC2)CNC(=O)C3)[nH]c2ccccc12 | -17
CC(Oc1ccc(Cl)cc1Cl)c1nc(-c2ccncc2)no1 (centres undefined) | -9
Cc1ccc(C(=O)Nc2ncn[nH]2)cc1C | 0
O=C(O)c1cc(S(=O)(=O)Nc2cccc(-n3cccc3)c2)ccc1F | -12
CCCc1noc(-c2cccc([N+](=O)[O-])c2)n1 | -8
Cc1ccc(CN2C(=O)c3ccccc3NC2c2cccc(O)c2O)cc1 (centres undefined) | -5
CS(=O)(=O)c1cccc(-c2nnc(NC(=O)c3cccc(C(F)(F)F)c3)o2)c1 | -3
O=C(Cn1cnc2c(nnn2Cc2ccc(F)cc2)c1=O)N1CCc2ccccc21 | 6
Cc1cc(C(F)(F)F)c(C#N)c(SC(C)C(N)=O)n1 (centres undefined) | 19
COc1cc(Cl)cc(CN2CCN(c3ncnc(C)c3C)CC2)c1OC | -12
Cc1cc2c([nH]c3ccccc32)c(C)n1 | 2
CC(NC(=O)c1ccc(Cl)o1)c1ccc(C(F)(F)F)cc1 (centres undefined) | -13
COc1cc(C=NNC(=O)COc2ccc3ccccc3c2)ccc1O | -12
CN(CCC1CCOC1=O)Cc1ccccc1Cl (centres undefined) | -3
Cc1nccc(CNC(=O)NC(C)CCc2cccn2C)n1 (centres undefined) | -9
CCCCN(C)S(=O)(=O)c1ccc(NC(=O)c2ccc(OC)nc2)cc1 | 9
CNS(=O)(=O)c1cc(C(=O)N2CC(C)CCCC2C)n(C)c1 (centres undefined) | -51
C=CCn1c(SCC(=O)c2ccc(CCNC(C)=O)cc2)nc2ccccc2c1=O | 0
CCCOC1CCCN(C(=O)c2oc3c(F)cccc3c2C)C1 (centres undefined) | -3

Structural class, the compounds so far containing an NH in an aromatic ring (11)
SMILES | mcGAS MS inh
Cc1ccc(-c2ccc(CNc3ncn[nH]3)o2)cc1Cl | -42
O=C(Nc1cn[nH]c1)Nc1ccccc1S(=O)(=O)N1CCCCC1 | -9
COC(=O)CC(NC(=O)c1cc(C)[nH]n1)c1cccc(Br)c1 (centres undefined) | 1
COCCn1c(Sc2ccccc2)nc2c1c(=O)[nH]c(=O)n2C | -2
O=C(NCCOc1ccccc1)c1n[nH]c(C2CC2)c1Br | -1
CC(C)c1noc(C2CCCN(Cc3cc4ccccc4[nH]c3=O)C2)n1 (centres undefined) | -1
COc1ccc(F)c(-c2c[nH]c(=O)[nH]c2=O)c1 | -9
CCc1nc(C2CCCN2C(=O)c2cc3c([nH]c2=O)CCCC3)no1 (centres undefined) | -2
CCc1c(C(=O)N2CCC3(CC2)CNC(=O)C3)[nH]c2ccccc12 | -17
Cc1ccc(C(=O)Nc2ncn[nH]2)cc1C | 0
Cc1cc2c([nH]c3ccccc32)c(C)n1 | 2

The list continues.
SMILES | mcGAS MS inh
CCN(C/C=C/c1ccccc1)C(=O)c1sc2ncn(C)c(=O)c2c1C | -20
O=C(CNC(=O)c1ccc(F)c(F)c1)Nc1ccnc2ccnn12 | -4
Cc1cc(CNC(=O)C2CCN(S(=O)(=O)c3ccc4c(c3)CCCC4)CC2)ccc1F | -14
O=C(CC12CC3CC(CC(C3)C1)C2)NCc1ccc(Cn2cccn2)cc1 | -2
CC(=O)N(O)CCCCCNC(=O)CCC(=O)N(O)CCCCCNC(=O)CCC(=O)N(O)CCCCCN | -1&3
COc1ccc(-c2nc(CC(=O)NCCc3cc(Cl)c4c(c3)OCCO4)cs2)cc1 | -9
c1cc(CNc2ccc(CCN3CCOCC3)cc2)co1 | 3
O=C1CCCC1Sc1nnc(-c2ccc3c(c2)OCO3)o1 (centres undefined) | -6
CN(C)CC1(O)CCCN(C(=O)Cn2ccc3ccccc32)CC1 (centres undefined) | -3
Cc1[nH]c2ccc(CNC(=O)CCc3nc(-c4cccnc4)no3)cc2c1C | -8
CCN(CC)S(=O)(=O)c1ccc2oc(=S)n(CN3CCCC(O)C3)c2c1 (centres undefined) | -17
Cc1ccc(S(=O)(=O)CCC(=O)NC2CCCCC2)cc1 | 5
CC(C)c1nccn1CCCNC(=O)c1ccc(-c2ccc3c(c2)OCO3)nc1 | -14
CC1=CS(=O)(=O)CC1SC(=N)N (centres undefined) | -7
CC(/C=N\NC(=O)c1ccc([N+](=O)[O-])cc1)Cc1ccc2c(c1)OCO2 (centres undefined) | -5
CC(Sc1nnc(-c2cccs2)n1C1CC1)C(=O)Nc1ccnn1C(C)C (centres undefined) | -3
COc1cc(OC)c(C(=O)Nc2ccn(C)n2)cc1OC | 3
O=C(c1ccco1)N1CCCN(Cc2cccc(-n3cccn3)c2)CC1 | -8
CC(C)(C)c1cc(NC(=O)c2ccc(C#N)cc2)on1 | -1
Cc1ncc(CN2CCCC(c3n[nH]c(=O)n3-c3ccccc3)C2)s1 (centres undefined) | -15
Fc1cccc(-c2cnnc(N3CCN(C/C=C/c4ccccc4)CC3)n2)c1 | -8
CNC(=O)NC(=O)CSc1nc(C)nc2sc(C)c(C)c12 | -9
CCCCc1ccc(C(=O)N2CCc3nc(C)n(C)c(=O)c3CC2)nc1 | -17
CCn1c(C2CCN(C(=O)CC3C=CS(=O)(=O)C3)CC2)nn(C)c1=O (centres undefined) | -4
CN1CCN([C@H]2CN(C(=O)CCC3CCCC3)C[C@@H]2O)CC1 | -17
COc1ccc(S(=O)(=O)n2nc(C)c(S(=O)(=O)N3CCCCCC3)c2C)cc1 | -5
CCOC(=O)c1[nH]ncc1CN1[C@H]2CCNC[C@@H]1CC2 | -11
Cc1cc(C)n(CC2(CNC3CCC4(CCNCC4)CC3)CC2)n1 | -1
Cc1ccc2c(c1)N(Cc1ccc3ccccc3c1)C(=O)C(C)S2 (centres undefined) | -5
Cc1cnc(C(=O)N2CCc3c([nH]c4ccccc34)C2C2CCCCC2)[nH]1 (centres undefined) | -8
Cn1ncc2c(=O)[nH]c(CN(CC3CCCCC3)C3CC3)nc21 | -3
CNc1cc(N2CCCC(CNCCn3cccn3)C2)ncn1 (centres undefined) | -7
Cc1noc(C)c1CN(C)C(=O)C1Cc2ccccc2CN1 (centres undefined) | -4
COc1cccc(NC(=O)Nc2ccc(Nc3cc(OC(C)C)nc(C)n3)cc2)c1 | -2
CCC1c2cccn2CCN1C(=O)c1coc2c1C(=O)CCC2 (centres undefined) | 11
COc1ccc(CNC(=O)C2CC3CCC2C3)cc1 (centres undefined) | -12
Cc1c(NC(=O)c2c(O)cc(F)cc2F)cccc1C(=O)N1CCOCC1 | -2
O=C1Nc2ccc(Br)cc2C(c2ccccc2Cl)C1N1CCCCC1 (centres undefined) | -3
Clc1ccc(Nc2c3c(nc4nncn24)CCC3)cc1 | -9
O=C(NCC1(c2ccccc2)CC1)C1CCN(S(=O)(=O)c2cccs2)CC1 | -5
COCc1[nH]n2c(=O)c(C)c(C)nc2c1-c1ccc(OC)cc1 | 2
COc1ccccc1CC1CCN(C2CC(C)OC2=O)CC1 (centres undefined) | -10
Cc1nc(NC(=O)c2cccc(Br)c2)oc1C | -6
Cc1ccc(-c2[nH]ncc2CN(CCO)Cc2ccccc2)cc1C | -3
COc1ccc(/C=C/c2noc(C)c2NC(=O)c2cc(C)ccc2C)cc1 | 1
N#Cc1cccc(C(=O)NC(CC(=O)O)c2ccccc2Cl)c1 (centres undefined) | -7
O=c1[nH]c(CN(Cc2ccco2)Cc2cccs2)nc2ccsc12 | -1
COc1cc(CN2CCC(O)(c3ccc(C)cn3)CC2)cc(Cl)c1OC | -8
COC(=O)CS(=O)(=O)Cc1ccc(CN)cc1 | 6
CCCc1nc(C(=O)N(C)Cc2cnc3ccccc3n2)cs1 | -7
Nc1ccccc1C(=O)CC(N)C(=O)O (centres undefined) | -6
COc1cc(C=NNC(=O)c2ccccc2O)cc(Br)c1O | 8
O=C(c1cnc2cc3c(cc2c1)OCCO3)c1cc(F)ccc1O | -8
Cc1cc(C)n(CCN(C)Cc2cnn3cccnc23)n1 | -14
COc1ccccc1C(=O)Nc1ccc2c(c1)CN(Cc1ccncc1)CC2 | -3
CN1CCC(N(C)S(=O)(=O)c2ccc(F)cc2)CC1 | -14
Cc1oc(C)c(C(=O)OCC(=O)Nc2ccc(Cl)cn2)c1C | -5
COc1cccc(C2C(=C(O)c3ccccc3)C(=O)C(=O)N2CCN(C)C)c1OC (centres undefined) | 4
CN(Cc1cc(C(C)(C)C)n[nH]1)C(=O)[C@@H]1C[C@@H]2C=C[C@H]1C2 | -34
CC(=NNc1ncc(C(F)(F)F)cc1Cl)c1ccc2c(c1)OCO2 | 3

Screens (PubChem BioAssay)
